# From PubChem
# AID2073 – inhibitors of Mint1-CaV2.2 protein interaction, biochemical, HTRF (AID 2073); 290,000 compounds, 0.19% hits; inhibition, % at 20 µM; hits with a dose series show IC50 in µM; HTRF protein-protein interaction, Mint1-CaV2.2; higher % means a stronger effect; in the data active means inhibition mostly above about 51%, no sharp cut-off; further: some results filed as inactive read as strong as hits
# M17LAP inhibition – P. falciparum M17LAP inhibitors, primary screen, biochemical, fluorogenic H-Leu-NHMec substrate, 1536-well (AID 1619). one-dose inhibition, % at 30 µM; IC50 in µM for titrated hits. 220,000 compounds, 0.38% hits. recombinant M17LAP, H-Leu-NHMec fluorogenic kinetic assay; higher % means a stronger effect;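 active means compound inhibiting the enzyme by more than half at any dose during confirmatory dose-response retesting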;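 further: plate controls were full reaction with DMSO carrier for no effect and no enzyme background for full effect; strong numbers were not always called active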
# PMI inhibitors – MPI enzyme activity inhibition – biochemical, fluorescence intensity, coupled assay, primary screen (AID 1209); purified PMI enzyme, coupled fluorescence intensity; higher % means a stronger effect; inhibition, % at 20 µM; hits with a dose series show IC50 in µM; 190,000 compounds, 0.42% hits;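 further: plate controls were DMSO vehicle for no effect and wells lacking substrate for full effect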
# human PMI inhibitors – human PMI inhibitors, high substrate, primary screen, biochemical, fluorescence intensity, high mannose 6-phosphate (AID 1220) | recombinant PMI enzyme, coupled fluorescence intensity; higher % means a stronger effect | inhibition, % at 20 µM; hits with a dose series show IC50 in µM | 190,000 compounds, 0.66% hits
# LYP phosphatase – PTPN22 lymphoid phosphatase activity blockers – biochemical, fluorescence intensity, uHTS (AID 1779); recombinant LYP phosphatase, fluorescence intensity; higher % means a stronger effect; one-dose inhibition, % at 11.5 µM; IC50 in µM for titrated hits; 290,000 compounds, 0.054% hits;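 further: plate controls were vehicle with enzyme for no effect and no enzyme for full effect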
# P. falciparum M1AAP – malaria alanyl aminopeptidase activity blockers – biochemical, fluorogenic H-Leu-NHMec substrate, 1536-well (AID 1445). 220,000 compounds, 0.42% hits. one-dose inhibition, % at 30 µM; IC50 in µM for titrated hits. recombinant M1AAP, H-Leu-NHMec fluorogenic kinetic assay; higher % means a stronger effect;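 active means primary inhibition above the hit cutoff, then over 50% inhibition at one or more dose response concentrations, cut at about 23% in these data, passing the limit was not always enough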;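 further: plate controls were DMSO full reaction for no effect and no enzyme background for full effect; strong numbers were not always called active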
# Siah-1 displacement – Siah-1 peptide-binding antagonists, primary screen, biochemical, fluorescence polarization, rhodamine-plectin, uHTS (AID 1817) | Siah-1 / rhodamine-plectin peptide fluorescence polarization; higher % means a stronger effect | one-dose displacement, % at 20 µM; IC50 in µM for titrated hits | 290,000 compounds, 0.02% hits;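 active means displacement of at least 50% at 20 µM, with a fluorescence ratio check between 0.3 and a set limit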;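 further: plate controls were Siah plus tracer with DMSO for no effect and tracer alone without Siah for full effect; strong numbers were not always called active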
# Dynein cargo inh – dynein cargo transport inhibition | 3617.4 mouse cells, GR-EGFP nuclear translocation imaging; test concentration mostly 20 µM; stimulated with dexamethasone, 1 µM; hits give low values | z-score, hits read low | AID 1381 | 220,000 compounds, 0.47% hits;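 active means plate z-score of nuclear minus cytoplasmic receptor signal below a set negative limit, without overly bright fluorescence or cell loss, cut at about -3.5 in these data, passing the limit was not always enough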;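 further: z-score of nuclear minus cytoplasmic ring GR-EGFP intensity difference per well; some compounds called inactive have numbers as strong as hits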
#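 Buffer or medium: tetracycline-free induction medium containing charcoal-stripped FBS / Reagent: dexamethasone agonist, 1.0 µM final, for 30 min / Technique: automated 10x imaging of fixed Hoechst-stained cells / Times: induction 48 h, compound 1 h, agonist 30 min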
# XIAP antagonists – XIAP antagonists, biochemical, IAP family, fluorescence polarization (AID 1018) | 200,000 compounds, 0.007% hits | displacement, % at 20 µM; hits with a dose series show IC50 in µM | XIAP BIR domain, fluorescence polarization peptide displacement; higher % means a stronger effect; in the data active means displacement above about 50%; further: a part of the inactive calls stands beside numbers as strong as those of hits
# Dynein cargo inh cytoplasmic EGFP – also measured in Dynein cargo inh; calls as there; z-score; measured here: cytoplasmic GR-EGFP intensity; hits give high values
# Dynein cargo inh nuclear GR-EGFP – further read-out of Dynein cargo inh, marked with its call; z-score; measured here: nuclear GR-EGFP intensity;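 lower value marks the stronger effect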
# Dynein cargo inh cell count – also measured in Dynein cargo inh; calls as there; z-score; measured here: cell count per field
# * marks the source's active call; other numbers are inactive results; . = not tested or not shown. Unless noted, no stated cut-off is given here; in the data, active means inhibition above about 50%; inactive means the rest.
SMILES,AID2073,M17LAP inhibition,PMI inhibitors,human PMI inhibitors,LYP phosphatase,P. falciparum M1AAP,Siah-1 displacement,Dynein cargo inh,Dynein cargo inh cytoplasmic EGFP,Dynein cargo inh nuclear GR-EGFP,Dynein cargo inh cell count,XIAP antagonists
O=C(NCCCn1ccnc1)/C(=C\c1ccco1)NC(=O)c1ccco1,12%,12%,-6%,4%,-9%,9%,4%,-0.88,-0.29,-0.36,0.87,-6.5%
CCn1c(=O)n(CC)c2cc(S(=O)(=O)NCCOc3ccccc3)c(C)cc21,-6%,16%,11%,5%,0%,16%,-7%,0.42,-0.27,0.54,-1,2.0%
[O-][n+]1c2c(nc3c1-c1ccccc1C3O)CCCC2 (stereo unspecified),-20%,11%,.,.,-5%,5%,-1%,-0.78,-0.19,-0.46,0.046,-2.5%
Cc1ccc(S(=O)(=O)NCCCCC(NC(=O)OC(C)(C)C)C(=O)O)cc1 (stereo unspecified) (tested in a mixture with another compound),1%,-8%,-14%,-13%,-7%,2%,4%,-0.3,-0.19,-0.33,0.55,-3.1%
Cc1ccc(N2C(=O)C(CC(=O)Nc3cccc(F)c3)N(CCc3ccncc3)C2=O)cc1 (stereo unspecified),2%,2%,9%,16%,-2%,3%,3%,-0.3,-0.34,0.39,0.36,-6.9%
COC(=O)c1cc(COC(=O)c2nc3nc(C)cc(C)n3n2)oc1C,14%,1%,-14%,-10%,-2%,-3%,-2%,1.7,-0.2,0.78,-0.43,-5.9%
CCCNS(=O)(=O)/C=C/c1ccccc1,-3%,94%,8%,8%,-1%,4%,0%,-0.81,-0.22,-0.79,0.57,-3.0%
COc1ccccc1/C=C(/C(=O)OCC(N)=O)c1ccccc1,3%,7%,-3%,-6%,-3%,0%,-2%,-0.75,-0.33,-0.72,0.57,-5.1%
COC(=O)c1ccccc1NC(=O)CSc1nnc(Cc2ccc(Cl)cc2)o1,-16%,0%,17%,16%,1%,6%,5%,-0.8,-0.22,-0.42,0.14,-1.8%
Cc1ccc(-n2cc3c(=O)n(C)c(=O)n(C)c3c2)cc1C,3%,9%,-22%,2%,3%,-7%,0%,1.3,-0.31,1.1,-0.57,-2.2%
CC(=O)Nc1ccc(CN2CCN(CC(C)C)C(CCO)C2)cc1 (stereo unspecified),-8%,-8%,13%,-1%,-5%,2%,1%,-0.45,-0.29,0.014,0.2,-4.0%
O=C(N/N=C/c1ccc([N+](=O)[O-])cc1)c1cnccn1,0%,17%,.,.,0%,9%,8%,-1.5,-0.1,-0.43,0.93,.

# The closing 7 compounds of the part above come first, to join the parts.
SMILES,AID2073,M17LAP inhibition,PMI inhibitors,human PMI inhibitors,LYP phosphatase,P. falciparum M1AAP,Siah-1 displacement,Dynein cargo inh,Dynein cargo inh cytoplasmic EGFP,Dynein cargo inh nuclear GR-EGFP,Dynein cargo inh cell count,XIAP antagonists
COC(=O)c1cc(COC(=O)c2nc3nc(C)cc(C)n3n2)oc1C,14%,1%,-14%,-10%,-2%,-3%,-2%,1.7,-0.2,0.78,-0.43,-5.9%
CCCNS(=O)(=O)/C=C/c1ccccc1,-3%,94%,8%,8%,-1%,4%,0%,-0.81,-0.22,-0.79,0.57,-3.0%
COc1ccccc1/C=C(/C(=O)OCC(N)=O)c1ccccc1,3%,7%,-3%,-6%,-3%,0%,-2%,-0.75,-0.33,-0.72,0.57,-5.1%
COC(=O)c1ccccc1NC(=O)CSc1nnc(Cc2ccc(Cl)cc2)o1,-16%,0%,17%,16%,1%,6%,5%,-0.8,-0.22,-0.42,0.14,-1.8%
Cc1ccc(-n2cc3c(=O)n(C)c(=O)n(C)c3c2)cc1C,3%,9%,-22%,2%,3%,-7%,0%,1.3,-0.31,1.1,-0.57,-2.2%
CC(=O)Nc1ccc(CN2CCN(CC(C)C)C(CCO)C2)cc1 (stereo unspecified),-8%,-8%,13%,-1%,-5%,2%,1%,-0.45,-0.29,0.014,0.2,-4.0%
O=C(N/N=C/c1ccc([N+](=O)[O-])cc1)c1cnccn1,0%,17%,.,.,0%,9%,8%,-1.5,-0.1,-0.43,0.93,.
CC(C)CC(=O)N1CCN(Cc2cccc([N+](=O)[O-])c2)CC1,-7%,14%,-8%,-14%,-6%,1%,0%,-0.52,-0.33,0.032,0.83,-7.8%
CSc1ccc(/C=C/C(=O)NC23CC4CC(CC(C4)C2)C3)cc1,3%,9%,1%,0%,-5%,20%,-4%,-0.38,-0.25,-0.47,-0.39,-7.6%
Fc1ccc(C2CC(c3ccco3)=Nc3ccccc3S2)cc1 (stereo unspecified),14%,-3%,7%,3%,0%,0%,-1%,-0.43,-0.3,-0.26,0.32,-5.3%
O=S1(=O)CC(O)C(N=Nc2c(O)n(Cc3ccccc3)c3ccccc23)C1 (stereo unspecified),-6%,-3%,.,.,2%,6%,3%,0.19,-0.21,0.11,-0.42,.
Cc1nc(N2CCN(C(c3ccccc3)c3ccccc3)CC2)[nH]c(=O)c1C,-19%,-18%,1%,7%,-8%,11%,6%,-0.64,-0.19,-0.44,0.4,-1.0%
COC(=O)/C(=C/c1cccc([N+](=O)[O-])c1)NC(=O)c1ccc(OC)cc1,-4%,-1%,-1%,-7%,-1%,4%,-4%,0.4,-0.3,-0.2,-0.32,5.2%
CCCCC12CN3CCN(CC(C3)/C1=N\NC(=O)c1ccccc1N)C2,4%,-31%,-1%,-2%,-8%,-1%,0%,-1.3,-0.22,-0.43,0.59,-2.6%
CC1CN(CC(O)COc2ccc(C(C)C)cc2)CC(C)O1 (stereo unspecified),0%,-3%,5%,1%,0%,-4%,-5%,1.8,-0.14,1.6,-2.8,-3.9%
O=C(Nc1ccccc1)C1=C(O)CC(c2ccoc2)CC1=Nc1ccccc1 (stereo unspecified),39%,15%,12%,-2%,8%,4%,12%,-4.2*,0.48*,-1.9*,0.3*,-0.5%
Cc1ccc(C(=O)C(C)Sc2nnc(N)s2)cc1 (stereo unspecified),4%,12%,1%,-2%,0%,1%,17%,1.4,-0.33,0.58,-1.4,-3.2%
CCC(=O)N1CCC2(CC1)Oc1ccc(F)cc1C(=O)C21CC(c2ccc(Cl)cc2)=NO1 (stereo unspecified),11%,1%,.,.,1%,4%,1%,0.26,-0.76,0.25,0.051,.
Cc1cc(C)c2c(CC(=O)N(CCC#N)Cc3cccnc3)coc2c1,1%,5%,14%,15%,0%,0%,4%,-0.63,-0.14,0.16,-0.41,-2.5%
O=C(CN1CCC(C(=O)c2ccc(F)cc2)CC1)Nc1ccc(F)cc1,-5%,13%,0%,13%,-12%,3%,-1%,-0.54,-0.26,-0.33,0.43,-1.3%
CC(=O)c1c(O)cc(O)c(C(C)=O)c1O,10%,0%,.,.,-6%,2%,-2%,-0.76,-0.8,-0.12,0.33,.
O=C(CCCSc1nnnn1-c1cccc2ccccc12)c1ccc(F)cc1,2%,6%,0%,-5%,-6%,-2%,3%,1.8,-0.19,1.7,-0.97,-2.2%
CC(=O)Oc1ccc(-c2cccc(C(=O)N(C)c3ccc(O)cc3)c2)cc1,7%,1%,14%,14%,-3%,2%,4%,-0.11,-0.34,0.53,0.56,-3.6%
CC(NC(=O)c1ccccc1)C(=O)NC1=NCCS1 (stereo unspecified),2%,-5%,1%,-1%,-12%,0%,6%,0.014,-0.17,0.69,0.49,-2.3%
O=C(OCCNC(=O)c1ccc2ccccc2n1)c1ccc(F)cc1,-6%,-33%,1%,-4%,0%,3%,-1%,-0.0018,-0.22,-0.79,0.11,-3.0%
CC(=O)N(CC1CCCO1)c1nnc(-c2ccccn2)s1 (stereo unspecified),6%,-12%,-22%,-10%,-10%,15%,-1%,0.51,-0.22,-0.036,-0.38,-0.5%
COCCn1c(=NC(=O)C(C)(C)C)sc2cc([N+](=O)[O-])ccc21,2%,6%,7%,7%,-6%,3%,5%,0.21,-0.26,0.26,0.17,-5.5%
CCCCSc1nnc(-c2cc3c(C(F)(F)F)nn(C)c3s2)n1C,-10%,3%,4%,3%,-1%,4%,2%,-0.33,-0.23,-0.69,0.62,0.4%
CCCc1n(CC(O)COC2CCCCC2)c2ccccc2[n+]1C (stereo unspecified),-1%,-6%,.,.,-8%,9%,-2%,-0.25,-0.12,0.32,-0.38,-8.8%
Cc1csc(=Nc2ccccc2)n1C,-17%,-2%,-11%,-4%,2%,6%,1%,-0.99,-0.16,-0.68,-0.11,-4.2%
O=C(CNC(=S)NC(=O)c1ccc(Cl)cc1)c1ccccc1,-11%,13%,-5%,-10%,-8%,1%,-6%,2,-0.18,0.68,-1.3,-8.0%
c1csc(C2=Nn3c(nnc3-c3ccncc3)SC2)c1,-10%,0%,3%,-16%,-8%,18%,-2%,-0.58,-0.14,-1,0.032,-5.4%
CC(/C=N\NC(=O)c1ccc(C)nc1)=C\c1ccccc1,3%,9%,-10%,-9%,8%,2%,-4%,-1.1,-0.3,0.17,0.55,-14%
CNC(=O)C1C2C=CC3(O2)C1C(=O)N(CCOC)C3C(=O)NCc1ccc(OC)cc1 (stereo unspecified),7%,-6%,-8%,-3%,3%,6%,-2%,-0.53,-0.23,0.091,1.5,-3.6%
NS(=O)(=O)c1ccc(CNS(=O)(=O)c2cc(C(=O)O)ccc2Cl)cc1,-1%,28%,-7%,-1%,-6%,11%,12%,2.3,0.13,2,-1.9,-3.0%
